Bioassay records as filed in PubChem.
IP6K1 inhibitor = IP6K1 kinase inhibition. Q92551. IP6K1 kinase, ADP-Glo luminescence, 2 h; hits give low values. activity change, % (series mostly up to about 58 µM). 0.81% of 140,000 active. AID 1645851; in the data active means activity change below about -25%
Target sequence (Q92551 whole entry, looked up): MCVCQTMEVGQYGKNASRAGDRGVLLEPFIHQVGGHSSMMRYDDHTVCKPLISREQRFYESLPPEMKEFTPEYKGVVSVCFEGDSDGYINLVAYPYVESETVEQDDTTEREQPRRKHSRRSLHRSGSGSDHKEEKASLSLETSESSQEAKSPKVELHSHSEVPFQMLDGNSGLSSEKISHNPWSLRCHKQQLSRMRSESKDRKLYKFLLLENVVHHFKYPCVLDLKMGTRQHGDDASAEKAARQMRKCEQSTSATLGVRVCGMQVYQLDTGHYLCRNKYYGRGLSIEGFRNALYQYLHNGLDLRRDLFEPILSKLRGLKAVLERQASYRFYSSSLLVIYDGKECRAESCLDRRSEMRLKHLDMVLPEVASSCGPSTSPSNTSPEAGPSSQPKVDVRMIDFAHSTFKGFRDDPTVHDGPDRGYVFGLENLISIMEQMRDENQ
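ADP-Glo luminescence measures ADP made by human IP6K1 during a 2 h RT reaction with ATP/IP6 (mix at 1.3 mM/130 uM); top library doses 57.5 and 19.1 uM final.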
FLuc inh = inhibitors of firefly (Photinus pyralis) luciferase; P08659; purified P. pyralis luciferase, luminescence, biochemical; Potency, µM (titrated, usually from 115 µM), for inactives: at the top dose activity change, negative = inhibition, usual class: inhibitors; 2.5% of 76,000 active; AID 1347043; further: potency means the concentration at half of the fitted maximal effect; nearly all actives have a fitted effect of over 65% in size
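Luminescence read by CCD imager after adding enzyme (10nM final) to wells holding compound, titrated in qHTS. Substrates 10uM each D-luciferin and ATP; buffer 50mM Tris acetate pH 7.5, 10mM Mg acetate, Tween-20, BSA.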
3T3 cytotox = kills NIH 3T3 cells; NIH 3T3 viability, CellTiter-Glo ATP luminescence, 48-72 h; Potency, µM (doses to about 96.7 µM), without a hit: at the top dose activity change, negative = cytotoxicity, hits mostly inhibitors; 4.3% of 94,000 active; further: potency means the concentration at half of the fitted maximal effect; nearly all actives have a fitted effect of over 55% in size
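Cytotoxicity was measured by CellTiter-Glo ATP luminescence after 48 or 72 h compound exposure at 37 °C. Mouse NIH 3T3 fibroblasts were seeded at 400 cells/well and dosed by 23 nL pin transfer.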
GPT2 inhibitor = GPT2 alanine aminotransferase inhibition | Q8TD30 | Recombinant GPT2, coupled pyruvate oxidase/HRP Amplex Red fluorescence | Potency, µM (titrated, usually from 57.7 µM), inactives show at the top dose activity change, negative = inhibition, usual class: inhibitors | 0.25% of 100,000 active | AID 1671188; further: potency means the concentration at half of the fitted maximal effect; nearly all actives have a fitted effect of over 60% in size; many of its hits are not listed in these tables
Target sequence (Q8TD30 whole entry, looked up): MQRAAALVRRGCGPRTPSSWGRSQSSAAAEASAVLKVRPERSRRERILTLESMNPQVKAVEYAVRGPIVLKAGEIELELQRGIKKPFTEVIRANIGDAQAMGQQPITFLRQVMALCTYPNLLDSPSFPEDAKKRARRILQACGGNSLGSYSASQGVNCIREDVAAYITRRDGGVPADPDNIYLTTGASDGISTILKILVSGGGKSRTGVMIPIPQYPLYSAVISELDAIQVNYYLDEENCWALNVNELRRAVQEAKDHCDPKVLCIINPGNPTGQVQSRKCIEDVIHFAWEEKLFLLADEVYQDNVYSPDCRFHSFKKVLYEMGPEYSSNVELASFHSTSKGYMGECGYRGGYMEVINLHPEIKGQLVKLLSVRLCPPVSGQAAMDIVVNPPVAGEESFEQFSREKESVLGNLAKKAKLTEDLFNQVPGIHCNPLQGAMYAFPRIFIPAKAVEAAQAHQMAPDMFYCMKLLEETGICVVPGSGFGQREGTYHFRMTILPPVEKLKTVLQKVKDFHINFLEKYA
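GPT2 10ng/uL, a-KG 250uM, L-Ala 2mM, HEPES pH7.5 + 0.0001% Tween; 30 min RT. Then Amplex mix (PO/HRP/ThPP), 30 min RT dark, fluorescence. AOA 50uM used as positive control.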
SNCA viab count = counter-screen for SNCA expression inhibitors: cell viability | HEK-293-SNCA-luc viability, GF-AFC fluorescence, 24 h | Potency, µM (series often up to 57.1 µM), for the others: at the top dose activity change, negative = cytotoxicity, most hits filed as cytotoxic | 0.12% of 150,000 active;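 further: potency means the concentration at half of the fitted maximal effect; 0% = DMSO-treated cells and -100% = medium-only wells without cells; nearly all actives have a fitted effect of over 30% in size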
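HEK-293-SNCA-luc cells (1500/well) plated 24 h, then exposed 24 h to a dilution series; GF-AFC added 30 min at 37C, fluorescence 405/540 nm; normalised to medium-only and DMSO wells, Hill fit.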
SNCA expr inh = inhibitors of alpha-synuclein (SNCA) gene expression. 0.17% of 140,000 active. AID 1671194. Potency, µM (doses to about 57.2 µM), for the others: at the highest dose activity change, negative = inhibition, usual class: inhibitors. HEK-293 SNCA-luciferase knock-in, luminescence, 24 h;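 further: potency means the concentration at half of the fitted maximal effect; plate controls were DMSO cells for no effect and cell-free wells for full effect; nearly all actives have a fitted effect of over 45% in size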
HEK293 tox = kills HEK 293 cells; HEK 293 viability, ATP luminescence (CellTiter-Glo), 48-72 h; Potency, µM (top dose mostly 115 µM), for the others: top-dose activity change, negative = cytotoxicity, most hits filed as inhibitors; 6.6% of 94,000 active; further: potency means the concentration at half of the fitted maximal effect; nearly all actives have a fitted effect of over 60% in size
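HEK 293 cells at 250 cells/well were exposed to compounds by pintool transfer for 48 or 72 hr at 37 degree Celsius, 5% CO2. Viability was read as ATP-coupled luminescence with CellTiter-Glo after 10 min at room temperature.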
An asterisk follows results filed as active; i = inactive; ? = inconclusive; . = no result given; & = joins results of further samples; [ ] = another dose, or the depositor's remark. Unless noted, the call rests on the fitted dose curve; in most records, active means well fitted curve in the direction sought with a large enough effect; inconclusive means small, poorly fitted or top-dose-only effect, or another doubt; inactive means no such curve, though single readings can be large; an effect the other way counts as inactive or inconclusive. Unless noted, on the % scale 0 is the no-effect control and ±100 the full control effect. The list is partial, so the mix of outcomes need not match the whole.

Value order: IP6K1 inhibitor, FLuc inh, 3T3 cytotox, GPT2 inhibitor, SNCA viab count, SNCA expr inh, HEK293 tox
> COC(=O)CNC(=O)C1CN(c2ccc(F)cc2)C(=O)N1 (stereo unspecified)
    13, -2%[172 µM], -14%[138 µM], i, -6%[87.6 µM], ?, -11%[172 µM]
> CCCCS(=O)(=O)N1CC(F)(F)C[C@H]1c1nnc(C)o1
    -3, -3%, 2%, -11%, -5%, -1%, i
> CCn1cc(S(=O)(=O)N2CCC3(CC2)CC(OC)CCO3)cn1 (stereo unspecified)
    8, 1%, i, -2%, -4%[12.5 µM], -19%, 1%
> CCn1ccc(C(=O)N2C[C@@H](COC)[C@H](c3nc(C4CC4)no3)C2)n1
    -11, 4%, -2%, i, -6%, 10%, -16%
> c1ccc(CN2C[C@@H]3CC[C@H](C2)N(Cc2ccc4nsnc4c2)C3)nc1
    -2, 7%, ?, 1%, -3%, 9%, ?
> CC(C)Cn1c(=O)c(C(=O)NCCc2ccc(F)cc2)nc2cccnc21
    6, ., ?, i, 3%, -21%, ?
> COc1ccc(-c2onc(C)c2C)cc1S(=O)(=O)NCCc1ccccc1
    17, ., ., ., -1%, -8%, .
> CNC(=O)c1ccc(Nc2nnc(-c3ccc(C)c(S(=O)(=O)N(C)C)c3)c3ccccc23)cc1
    9, ., ., ., 1%, 8%, .
> O=C(c1ccccn1)N1CCn2c(nn(-c3ccc(Cl)cc3)c2=O)C1
    16, ., -5%, i, 6%, 12%, 4%
> CCN(C(=O)c1cc2cc3ccc(OC)cc3nc2o1)c1cccc(C)c1
    7, ., ., ., -27%, -6%, .
> COC1CN(c2ccc(C)cc2)C12CCN(C(=O)CCCc1ccccc1)CC2 (stereo unspecified)
    14, ., ?, i, -25%, 11%, ?
> Cc1ccc(CN(C(=O)c2ccccc2[N+](=O)[O-])c2ccccn2)cc1
    14, ., ., ., 1%, 27%, .
> CCCCn1c(=NC(=O)c2c(-c3c(F)cccc3Cl)noc2C)c(C(=O)OCC)cc2c(=O)n3ccccc3nc21
    -11, ., ., ., ?, -5%, .
> Cc1noc(C2CC3(CCN(C(=O)CCCc4ccccc4)CC3)CN2C)n1 (stereo unspecified)
    11, ., -23%, 0%, 2%, 141%[activator], -20%
> CCc1ccccc1NC(=O)CSc1nnc(CC)c(CC)n1
    3, ., ., ., -9%, -2%, .

The final 4 records of the part above come first, to join the parts:
Value order: IP6K1 inhibitor, FLuc inh, 3T3 cytotox, GPT2 inhibitor, SNCA viab count, SNCA expr inh, HEK293 tox
> Cc1ccc(CN(C(=O)c2ccccc2[N+](=O)[O-])c2ccccn2)cc1
    14, ., ., ., 1%, 27%, .
> CCCCn1c(=NC(=O)c2c(-c3c(F)cccc3Cl)noc2C)c(C(=O)OCC)cc2c(=O)n3ccccc3nc21
    -11, ., ., ., ?, -5%, .
> Cc1noc(C2CC3(CCN(C(=O)CCCc4ccccc4)CC3)CN2C)n1 (stereo unspecified)
    11, ., -23%, 0%, 2%, 141%[activator], -20%
> CCc1ccccc1NC(=O)CSc1nnc(CC)c(CC)n1
    3, ., ., ., -9%, -2%, .
> COc1ccc(C(=O)Nc2ccc([C@H]3OCC(=O)N(Cc4cccnc4)[C@@H]3CO)cc2)cc1
    0, ?, ?, -42%, 15%, 44%[activator], ?
> COCCCNC(=O)CCN(CCC(C)C)C(=O)c1cc(C)oc1C
    12, -3%, -7%, i, -1%, 7%, ?
> Cn1cccc1-c1noc(C2CCN(C(=O)c3cccc(C#N)c3)C2)n1 (stereo unspecified)
    6, ., -25%, i, -8%, -20%, ?
> O=C(c1ncccc1F)N1C[C@@H](COCC2CC2)[C@H](c2ccncc2)C1
    -9, -2%, -3%, 5%, -17%, -19%, 1%
> Cn1c(=O)cc(C(=O)NC2CCCc3c2[nH]c2c(Cl)cccc32)c2ccccc21 (stereo unspecified)
    -11, 9%, ?, i, -27%, ?, -87%
> CCCC(=O)N1CCN(c2ccnc3ccnn23)CC1
    -5, ., -9%[138 µM], -3%[88.5 µM], 9%[87.6 µM], 10%[87.6 µM], 2%[172 µM]
> COc1ccc(NC(=O)CN2C(=O)NC3(CCOCC3)C2=O)c(OC)c1
    6, -8%, i, -6%, ?, ?, -2%
> O=C(Nc1ccccc1)NC1CCN(c2nc3ncccc3o2)CC1
    -5&3, -3%[172 µM], ?, 2%, -4%[87.6 µM], -16%[87.6 µM], -11%[172 µM]
> Cc1ccc(NC(=O)N[C@H](Cc2ccccc2)C(=O)N2CCOCCNC(=O)CC2)cc1C
    -12, 5%, -2%, i, -5%, 26%, -6%
> Cc1ccc(N2C(=O)CSC23C(=O)N(CC(=O)Nc2ccc(C(C)C)cc2)c2ccccc23)cc1C (stereo unspecified)
    2, ., ., ., 10%, -10%, .
> CC(=O)c1ccc(S(=O)(=O)N2CCn3cccc3C2c2ccc(F)c(F)c2)cc1 (stereo unspecified)
    -9, ., ., ., -30%, -16%, .
> O=C(NCCCN1CCN(c2ccccc2)CC1)c1ccc2nc(CCc3ccccc3)oc2c1
    -4, ., ., ., 9%, 0%, .
> COc1ccccc1N1CCN(C(=O)Cn2ncc3c(=O)oc4ccc(C)cc4c32)CC1
    -3, ., ., ., 13%, -4%, .
> c1cc(N2CCOCC2)ncc1-c1noc([C@@H]2CCCN2)n1
    -4, 56µM*, -8%[138 µM], i, 3%[87.6 µM], -8%[87.6 µM], 1%[172 µM]
> CNC(=O)[C@@H]1C[C@H](Oc2ccccc2)CN1S(=O)(=O)Cc1ccccc1F
    24, 0%, -16%, 4%, -6%, 4%, -11%

Value order: IP6K1 inhibitor, FLuc inh, 3T3 cytotox, GPT2 inhibitor, SNCA viab count, SNCA expr inh, HEK293 tox
> Cn1ncc2c(C(=O)NCc3cccc(F)c3)cc(-c3ccccc3F)nc21
    4, ., ?, ., ., ., 45µM*
> NC(=O)c1cc[nH]c1C1CCCN(C(=O)CCCc2nc3ccccc3s2)C1 (stereo unspecified)
    -2, -13%, ?, i, -7%[12.5 µM], 6%, -15%
> CS(=O)(=O)Nc1ccc([N+](=O)[O-])cc1Oc1ccccc1
    1, ., ., 4%&-3%, ?, 8%, .
> Cc1ccc(Cl)cc1NC(=O)Cn1c(=O)oc2cc(S(=O)(=O)N3CCCC3)ccc21
    21, ., ., ., -17%, -28%, .
> O=C(NC1CCCN(c2cc(-c3ccc(Cl)cc3)[nH]n2)C1)c1ccccn1 (stereo unspecified)
    0, 40µM*, ?, -6%, -12%, 10%, 45µM*
> COc1ccc(N2CCN(C(=O)Cn3cnc4sc(C)c(S(=O)(=O)N5CCCCC5)c4c3=O)CC2)cc1
    9, ., ., ., ?, -23%, .
> CCOc1cc2c(c(F)c1OCC)C(=N)N(CC(=O)c1cc(N3CCOCC3)c(OC)c(C(C)(C)C)c1)C2
    5, ., ., ?, ?, -13%, .
> CC(C)NC(=O)N1CCC2(CC1)CN(C(=O)c1ccc3[nH]ccc3c1)Cc1ccccc1O2
    10, ., -6%, i, -5%, -22%, ?
> COc1cncc(-c2cc(C(=O)NCc3cccnc3)c3c(c2)N(C)CCO3)c1
    -28*, 1%[172 µM], ?, ?, -12%[87.6 µM], ?, -7%[172 µM]
> CCN1CCN(C(=O)Cn2c(-c3cccs3)cc3ccccc32)CC1
    4, ., ., ., -11%, 21%, .
> CCC(C)NC(=O)N1CCC(CCOC)(NS(C)(=O)=O)CC1 (stereo unspecified)
    7, 0%, -6%, i, -6%, 2%, -8%
> Cc1nnc2ccc(NCc3ccc(F)cc3)nn12
    -5, ?, ?, 3%, -1%, 12%, ?
> CCCNC(=O)C1CC(=O)N(c2n[nH]c3cccc(F)c23)C1 (stereo unspecified)
    -13, -1%, -2%, -3%, -1%, ?, -8%
> COc1cccc(C(=O)NCc2nnc3cc(-c4nc(C)no4)ccn23)c1
    26, -7%, -11%, -27%, -7%, 4%, 2%
> Cc1ccc(-c2ccccc2CN2CCC(C(=O)N3CCN(c4ncccn4)CC3)CC2)cc1Cl
    -8, ., ?, 4%, -14%, ?, ?

Value order: IP6K1 inhibitor, FLuc inh, 3T3 cytotox, GPT2 inhibitor, SNCA viab count, SNCA expr inh, HEK293 tox
> CCN(C1CCOCC1)C1CN(C(=O)C2CC2)C1
    15, 3%, -4%, 3%, -1%, 6%, 3%
> Cc1cn2nc(C(=O)NCCc3cccs3)cc2c(N2CCCC2)n1
    -4, -6%, ?, ?, -15%, 31%[activator], ?
> CC(C)CS(=O)(=O)Nc1ccc([C@H]2OCC(=O)N(C(C)C)[C@@H]2CO)cc1
    15, -1%[172 µM], -5%[174 µM], -11%[88.5 µM], -2%[87.6 µM], 14%[87.6 µM], -27%[172 µM]
> CN1c2cc(C(=O)NCc3ccc(F)cc3Cl)ccc2C(=O)N2CCCCC21 (stereo unspecified)
    -16, -29%, -28%, i, 12%[12.5 µM], 9%, ?
> CCC(=O)N(C1CCOCC1)C1CCN(Cc2cc(OC)cc(OC)c2)CC1
    0, -7%, -14%, i, 12%, -21%, -17%
> CCCOC(=O)c1c(NC(=O)C2c3ccccc3Oc3ccccc32)sc2c1CCC(C)C2 (stereo unspecified)
    -1, ., ., ., -5%, 2%, .
> Cn1ncc2c(C(=O)NCCc3ccccc3)cc(-c3ccc(C(F)(F)F)cc3)nc21
    -2, ., -18%, ., ., ., 4%
> Cc1ccccc1C(=O)N1CCCN(c2ccc3nnc(-c4ccccc4)n3n2)CC1
    15, ., ?, ., ., ., -28%
> Cc1cnc(C(=O)NC2C[C@H]3CC[C@@H](C2)N3C(=O)COc2ccc(Cl)cc2C)cn1 (stereo partly specified)
    14, -11%, ?, 1%, 7%, 9%, ?
> CC(C)C[C@@H](NC(=O)[C@@H]1C[C@@H](NS(=O)(=O)c2cn(C)cn2)CCN1C(=O)COCC(=O)O)C(N)=O
    -8, -5%, -18%, -35%, 6%, 2%, -6%
> CCCNC(=O)C1COC2(CCN(C(=O)c3ccc(F)cc3)CC2)N1C(=O)c1ccccc1 (stereo unspecified)
    0, -4%, i, i, 8%, 12%, 0%
> O=C(Cc1ccccc1Cl)N1CCC[C@H]1c1nc(-c2ccc(F)cc2)no1
    -5, -18%, ?, ?, -18%, -12%, ?
> O=C(c1ccccc1F)N1CCC2(C1)C(=NC1CCCC1)NC(=O)N2c1cccnc1 (stereo unspecified)
    2, 4%, -4%, -1%, -10%, -19%, i
> COc1ccc(-c2ccnc3ncnn23)c(F)c1
    -12, 7%, -2%, -6%, 9%, 26%, 9%
> COc1ccc(OCC(=O)Nc2cccc(-c3nc4ccccc4s3)c2C)cc1
    26, ., ., ., 13%, -26%, .
> CCS(=O)(=O)Nc1ccc(C)n(CC(=O)N2CCN(CC(C)C)CC2)c1=O
    -6, -13%, i, i, 10%, 28%, 8%
> CN1CC(c2ccccc2)CC2(CCN(C(=O)c3ccccc3)CC2)C1 (stereo unspecified)
    19, -4%, -2%, i, -4%, -16%, -15%
> CCCCCNC(=O)CCN(CC)C(=O)c1cc(C)oc1C
    -3, -7%, ?, ?, -9%, -10%, ?
